CHO-K1 Ca ag: counter-screen for M1 agonists: effect in parental CHO-K1 cells. Fluo-8 calcium fluorescence; scaled to maximal ATP response, vehicle zero. hit rate 0.48% among 360,000. activation, % at 3 µM; in the data active = activation above about 15%;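 also: untransfected CHO-K1 host cells lacking M1 receptor as counterscreen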
M1 ag: activates human CHRM1 receptor | activation, % at 3 µM | CHO-K1 hM1, Fluo-8 calcium fluorescence, agonist mode; 0% DMSO, 100% acetylcholine EC100 | P11229 | hit rate 0.33% among 360,000;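 active = activation above the run's mean compound activation plus 3 SD, cut at about 16% in these data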;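 also: peak over basal fluorescence ratio within a 140 s kinetic read after compound addition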
Target sequence (P11229 whole entry, looked up): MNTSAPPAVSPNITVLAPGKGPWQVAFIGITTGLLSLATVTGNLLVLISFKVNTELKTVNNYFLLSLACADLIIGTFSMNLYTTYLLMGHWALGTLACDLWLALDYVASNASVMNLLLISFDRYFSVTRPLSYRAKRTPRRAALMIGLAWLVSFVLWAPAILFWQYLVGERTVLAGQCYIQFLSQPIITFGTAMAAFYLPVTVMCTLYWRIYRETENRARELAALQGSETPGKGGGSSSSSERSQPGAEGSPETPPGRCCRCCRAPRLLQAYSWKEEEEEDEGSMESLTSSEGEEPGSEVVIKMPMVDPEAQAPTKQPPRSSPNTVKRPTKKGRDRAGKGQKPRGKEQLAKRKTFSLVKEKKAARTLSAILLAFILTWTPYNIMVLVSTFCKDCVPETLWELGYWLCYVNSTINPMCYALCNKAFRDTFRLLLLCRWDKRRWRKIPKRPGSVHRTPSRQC
TAAR1 agonist: human TAAR1 agonism; CHO RD-HGA16 TAAR1, Fluo-8 calcium fluorescence; vehicle wells 0%, saturating PEA agonist 100%; activation, % at 3 µM; hit rate 0.99% among 360,000;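 active = activation above the mean activation of all test compounds in the run plus 3 SD, cut at about 38% in these data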
Target sequence (Q96RJ0 whole entry, looked up): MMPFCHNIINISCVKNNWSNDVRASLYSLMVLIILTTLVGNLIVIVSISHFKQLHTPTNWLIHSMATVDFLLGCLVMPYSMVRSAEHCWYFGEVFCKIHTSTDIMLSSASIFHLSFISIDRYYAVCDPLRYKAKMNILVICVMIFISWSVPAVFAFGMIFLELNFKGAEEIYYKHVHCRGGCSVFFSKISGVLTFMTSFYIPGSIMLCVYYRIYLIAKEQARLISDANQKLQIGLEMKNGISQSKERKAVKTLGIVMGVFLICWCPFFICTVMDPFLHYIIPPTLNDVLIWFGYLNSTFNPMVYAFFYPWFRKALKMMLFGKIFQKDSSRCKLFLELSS
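Test system: RD-HGA16 (CHO) cells co-expressing Gα16 and hTAAR1; dosing: one-point dosing at 3 µM (nominal); timing: 17-24 h seeding, 75 min 37 °C dye, 30 min RT; signal: kinetic Fluo-8 calcium fluorescence; read-out basis: % activation relative to PEA EC100 response; controls: DMSO and PEA EC100; replicates: n 1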
OXTR potentiate: potentiates the human oxytocin receptor response; CHO-OTR cells, Fluo-8 calcium fluorescence, potentiator mode; 0% = oxytocin EC15, 100% = EC100; hit rate 0.061% among 320,000; activation, % at 3 µM; P30559;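 active = activation above that plate's cutoff, the mean activation of tested compounds plus 3 SD, cut at about 6.6% in these data, passing the limit was not always enough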;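 also: 100% uses oxytocin at 75 nM as the full agonist control; some results filed as inactive read as strong as hits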
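Assay system: CHO-OTR cells, human receptor / Also added: oxytocin at about EC15, sub-maximal agonist stimulus / Dosing: single dose, 3.0 µM nominal final compound concentration / Incubation: 6 min pre-incubation, 100 s read / Technique: Fluo-8 calcium dye fluorescence / Read-out: % activation vs EC15 and EC100 oxytocin / Benchmarks: EC15 oxytocin low, 75 nM oxytocin high / Replicates: singlicate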
CHO-K1 Ca antag: M1 antagonist counterscreen hit in parental CHO-K1 cells; ATP-induced calcium, Fluo-8 fluorescence; inhibition, % at 3 µM; hit rate 0.6% among 360,000; AID 602250;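 active = inhibition above a per-plate cutoff, the plate's mean sample inhibition plus 3 SD, cut at about 24% in these data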;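 also: 0% = DMSO plus EC80 ATP and 100% = DMSO alone without ATP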
M1 PAM parental: counter-screen for M1 PAMs: effect in parental CHO-K1 cells; ATP EC20, Fluo-8 calcium fluorescence; 0% at ATP EC20, 100% at ATP max; activation, % at 3 µM; hit rate 0.02% among 360,000;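 active = activation above the run cutoff, the mean activation of all test compounds plus 3 SD, cut at about 40% in these data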;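 also: peak over basal fluorescence ratio in a 140 s read after ATP addition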
CHO parental Ca: counter-screen: ATP calcium response change in parental CHO cells; parental CHO-K1, ATP-induced calcium, Fluo-8 fluorescence; inhibition, % at 5.6 µM; hit rate 0.63% among 330,000;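 active = inhibition above that plate's mean sample inhibition plus 3 SD, cut at about 26% in these data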;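 also: 0% = ATP-challenged DMSO wells and 100% = DMSO wells without ATP; some compounds past the cut are filed as inactive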
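Material: Parental CHO cells | Reagent: ATP | Compound dosing: Single nominal dose of 5.6 µM per compound | Detection: Intracellular calcium via Fluo-8 no-wash fluorescent dye | Read-out: % inhibition of ATP-induced calcium mobilization | Benchmarks: Low control ATP plus DMSO, high control DMSO only | Replicates: Singlicate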
CHRM1 antagonist: human CHRM1 antagonism; hit rate 1.3% among 360,000; inhibition, % at 3 µM; P11229; AID 588852; CHO-K1 hM1, Fluo-8 calcium fluorescence, ACh EC80 antagonist;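 active = percent inhibition above its own plate's cutoff, namely the mean of that plate's compound wells plus 3 SD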;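 also: peak over basal fluorescence ratio during 140 s after agonist addition; 0% = ACh EC80 plus DMSO and 100% = DMSO alone without agonist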
TAAR1 antagonist: antagonists of human TAAR1 | Q96RJ0 | CHO RD-HGA16 TAAR1, Fluo-8 calcium fluorescence, antagonist | inhibition, % at 3 µM | hit rate 1.5% among 360,000;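 active = inhibition above a per-plate cutoff, the mean inhibition of test compounds on that plate plus 3 SD, cut at about 49% in these data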;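 also: 0% = DMSO plus EC80 beta-PEA response and 100% = DMSO alone without agonist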
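Assay system: RD-HGA16 CHO cells with stable hTAAR1 and Gα16 / Reagent: EC80 β-phenethylamine stimulus / Doses: 3 µM, single point / Timing: dye loading 75 min at 37 °C, then 30 min room temperature / Measured by: Fluo-8 intracellular calcium dye fluorescence, real-time kinetic reads / Controls: vehicle wells and EC80 agonist wells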
Numbers without * were called inactive; . = no result given.

nr	mol	CHO-K1 Ca ag	M1 ag	TAAR1 agonist	OXTR potentiate	CHO-K1 Ca antag
1	CCOc1ccc(CN(C)C(C)C(=O)Nc2ccc([N+](=O)[O-])cc2Cl)cc1OC (stereo not drawn)	0.0	-7	1	-2	-4
2	COC(=O)c1c(C)oc(C)c1S(=O)(=O)N1CCCC1	0.5	-4	1	1	0
3	CCC1(c2ccc(F)cc2)NC(=O)N(CC(=O)N2CC(=O)Nc3ccccc32)C1=O (stereo not drawn)	1.7	-2	5	-4	-9
4	Cc1cc(NCc2ccccc2)n2ncnc2n1	1.1	1	7	-13	6
5	CCOc1ccc(C(=O)Nc2ccc3c(c2)OCCO3)cc1OC	0.0	-4	5	-7	-25
6	Cc1ccc(NC(=O)Cc2nc(CSc3nnc(-c4ccc5c(c4)OCO5)o3)cs2)cc1	9.7	-1	17	-18	-12
7	O=C1CCC([N+](=O)[O-])C(c2ccccc2F)N1 (stereo not drawn)	4.8	-1	3	-10	-3
8	COc1cccc(C2C(C(=O)c3ccc(C)o3)=C(O)C(=O)N2CCN2CCOCC2)c1OC (stereo not drawn)	0.7	-1	2	-3	-2
9	CC1=C(C(=O)N2CCOCC2)CC(CC(=O)NCc2ccco2)C(=O)N1CCC1=CCCCC1 (stereo not drawn)	0.6	-4	2	.	1
10	Cc1cc(C)cc(NC(=O)CCc2c(C)nn(-c3ccc(N4CCCCC4)nn3)c2C)c1	2.2	-3	-2	-7	-8

nr	M1 PAM parental	CHO parental Ca	CHRM1 antagonist	TAAR1 antagonist
1	9	-15	-5	-29
2	6	-4	-5	-14
3	29	3	-10	-10
4	-13	1	-8	-3
5	5	-20	-1	3
6	9	0	-2	38
7	17	1	1	-5
8	-1	-5	-14	-10
9	13	.	-10	-16
10	8	-17	11	7

(listing goes on)
nr	mol	CHO-K1 Ca ag	M1 ag	TAAR1 agonist	OXTR potentiate	CHO-K1 Ca antag
11	CC(Cc1c[nH]c2ccccc12)NC(N)=O (stereo not drawn)	0.0	-3	1	-5	-17
12	COc1ccc(S(=O)(=O)N2CCCC(C(=O)NCc3ccccn3)C2)cc1Cl (stereo not drawn)	0.0	-7	8	-5	-16
13	Nc1cc(C(=O)O)ccc1Nc1ccc(F)c(F)c1	0.7	-2	0	-3	-7
14	Cc1nn(C)cc1CNC(=O)c1cccc(Cl)c1	-0.4	-4	-1	-6	-6
15	Cc1cccc(N(CC(=O)NC2CCCC2)C(=O)c2csnn2)c1C	0.5	-5	5	0	-11
16	Cc1cc(C)nc(SCC(=O)c2ccc(F)cc2F)n1	1.1	-7	1	0	-16
17	COc1ccc(OC)c(NC(=O)CN(c2ccc(C)cc2)S(=O)(=O)c2c(C)n[nH]c2C)c1	2.1	-6	-2	-4	-16
18	COc1ccccc1/C=C/C(=O)NCC(=O)N1CCC(N(C)C2CCCC2)CC1	8.8	-11	7	-6	-1
19	CCOC(=O)c1ccc(NC(=O)CN2CCc3ccccc3C2)cc1	-0.2	-6	24	-2	8
20	COc1cc(OC)c(NC(=O)CC2SC(N)=NC2=O)cc1Cl (stereo not drawn)	0.3	0	4	.	-6

nr	M1 PAM parental	CHO parental Ca	CHRM1 antagonist	TAAR1 antagonist
11	24	-9	-4	19
12	-1	-13	5	11
13	17	-11	-12	10
14	-6	-10	8	3
15	4	-15	5	-32
16	16	-12	-4	9
17	2	-24	-10	-22
18	23	-4	-7	-2
19	6	-16	1	-1
20	-2	.	-11	-12

Complete entries, quoted from the list.
CCOC(=O)c1ccc(NC(=O)CN2CCc3ccccc3C2)cc1 is entered as CHO-K1 Ca ag: -0.2; M1 ag: -6; TAAR1 agonist: 24; OXTR potentiate: -2; CHO-K1 Ca antag: 8; M1 PAM parental: 6; CHO parental Ca: -16; CHRM1 antagonist: 1; TAAR1 antagonist: -1
COc1cc(OC)c(NC(=O)CC2SC(N)=NC2=O)cc1Cl (stereo not drawn) is entered as CHO-K1 Ca ag: 0.3; M1 ag: 0; TAAR1 agonist: 4; OXTR potentiate: .; CHO-K1 Ca antag: -6; M1 PAM parental: -2; CHO parental Ca: .; CHRM1 antagonist: -11; TAAR1 antagonist: -12
COc1ccc(OC)c(NC(=O)CN(c2ccc(C)cc2)S(=O)(=O)c2c(C)n[nH]c2C)c1 is entered as CHO-K1 Ca ag: 2.1; M1 ag: -6; TAAR1 agonist: -2; OXTR potentiate: -4; CHO-K1 Ca antag: -16; M1 PAM parental: 2; CHO parental Ca: -24; CHRM1 antagonist: -10; TAAR1 antagonist: -22

Going on with the list:
nr	mol	CHO-K1 Ca ag	M1 ag	TAAR1 agonist	OXTR potentiate	CHO-K1 Ca antag
21	Cc1ccc(C)c(NC(=O)C(OC(=O)c2cc[n+]([O-])cc2)c2ccccc2)c1 (stereo not drawn)	-0.3	-3	1	.	4
22	COc1ccc(N2C(=O)[C@H]3CCC=C[C@H]3[C@@H]2c2ccccc2Br)cc1	-0.4	-8	-1	.	3
23	CCn1c(SCC(=O)Nc2nc(C)cs2)nnc1-c1cccnc1	0.8	-6	8	11*	-21
24	COc1ccc(C(C(=O)NC(C)(C)C)N(C(=O)Cn2nnc3ccccc32)c2cccc(C(C)=O)c2)cc1O (stereo not drawn)	0.6	-1	-3	-6	-11
25	COc1ccc(-c2c(C#Cc3ccsc3)c3cc(-c4ccc5c(c4)OCO5)ccc3n2C)cc1	1.4	2	3	-2	-5
26	COc1cc(C(=O)O)nc2ccccc12	0.1	0	2	-22	3
27	CN=c1c([N+](=O)[O-])nn(-c2ccc3c(c2)OCCO3)n1O	-0.5	1	13	-10	7
28	CCCCS(=O)(=O)NC(=O)C1(C)CCN1C(=O)C/C=C/c1ccccc1 (stereo not drawn)	0.2	-1	4	.	-19
29	COc1ccc(-c2ccc(-c3noc(-c4ccccc4OC)n3)c(OC)n2)cc1	0.1	-3	0	-18	4
30	NC1=C(Br)C(=O)c2ncccc2C1=O	1.3	2	8	.	-10

nr	M1 PAM parental	CHO parental Ca	CHRM1 antagonist	TAAR1 antagonist
21	8	.	-19	-7
22	-12	-32	47*	-8
23	16	-6	-7	11
24	-4	-1	-20	-12
25	11	-2	-20	-1
26	-5	-13	20	8
27	-6	-2	-17	-7
28	23	.	-7	2
29	7	-24	10	11
30	17	.	-7	-15

Next compounds:
nr	mol	CHO-K1 Ca ag	M1 ag	TAAR1 agonist	OXTR potentiate	CHO-K1 Ca antag
31	CC(C)CNC(=O)NC(=O)COC(=O)c1cccc(NS(=O)(=O)c2ccc(F)c(F)c2)c1	2.2	-4	-1	-6	-3
32	CC(C)=CC(=O)Nc1ccc2c(c1)OCO2	0.1	-1	-1	8	-2
33	COc1ccc(CCNC(=O)C2CCN(S(=O)(=O)c3cnc[nH]3)CC2)cc1OC	0.2	-2	4	-10	-10
34	CN(CC(=O)Nc1ccccc1Br)C(=O)CCC1CCCC1	-0.4	-6	-2	-4	4
35	CN(CC(=O)Nc1ccc(F)c(F)c1F)C(=O)C1(c2ccccc2)CC1	1.8	-2	10	.	24*
36	O=C(O)c1ccccc1S(=O)(=O)c1ccccc1CO	0.2	-4	11	0	-9
37	CCOC(=O)N1CCN(C(=O)c2ccccc2NC(=O)c2ccccc2Cl)CC1	0.7	-3	1	-8	-13
38	COC(=O)c1ccc(COc2ccc(C#N)cc2)o1	1.8	-5	0	.	-6
39	O=C(/C=C/c1cccnc1)c1ccc(NC(=O)c2cccc(Br)c2)cc1	0.4	-2	6	-17	-13
40	CC(NCC(O)COCc1cccs1)C1CC2CCC1C2 (stereo not drawn)	0.4	-6	1	-8	-11

nr	M1 PAM parental	CHO parental Ca	CHRM1 antagonist	TAAR1 antagonist
31	17	-27	-13	-15
32	5	4	-26	-13
33	18	-7	-17	-1
34	-2	-13	3	-1
35	7	.	-8	-7
36	14	-2	-5	-6
37	20	-13	-9	-20
38	28	.	-16	0
39	9	-14	11	-2
40	12	-31	-4	1

Continuation.
nr	mol	CHO-K1 Ca ag	M1 ag	TAAR1 agonist	OXTR potentiate	CHO-K1 Ca antag
41	Cc1nc(NCC2CCCO2)c2nnn(Cc3ccccc3)c2n1 (stereo not drawn)	0.4	-4	14	0	-1
42	O=C(O)c1cc(-c2ccco2)nn1-c1ccc(Cl)cc1	0.6	-2	-1	.	-9
43	COc1ccc(CCNC(=O)c2cccnc2)cc1	-0.1	-4	0	-1	14
44	O=C(Cc1cccc(C(F)(F)F)c1)NCc1cccc(Cl)c1	2.4	-10	1	-6	-6
45	Fc1ccc(-n2c(-c3cccs3)nc3nc4ccccc4nc32)cc1	0.8	-8	2	-1	0
46	Cn1c(Cc2nc3ccccc3n2C)nc2ccccc21	0.0	-1	5	-10	-3
47	C=CCn1c(CCSCc2ccccc2)n[nH]c1=S	0.5	-3	2	-4	10
48	Cc1cc(S(=O)(=O)N(Cc2ccccc2Cl)c2ccc3c(c2)CCC3)ccc1-n1cnnn1	1.6	-5	-1	-7	-6
49	COc1ccc(C=O)cc1OS(=O)(=O)c1ccc(NC(C)=O)cc1	2.5	-2	4	-7	6
50	CCN1CCN(c2nc3ccccn3c(=O)c2C=O)CC1	3.9	-8	7	-11	-11

nr	M1 PAM parental	CHO parental Ca	CHRM1 antagonist	TAAR1 antagonist
41	10	-13	-7	-11
42	4	.	-12	-2
43	-11	0	-1	19
44	32	-13	-4	13
45	14	-14	-5	-10
46	0	-9	-1	-8
47	-22	3	15	-3
48	21	-7	-5	12
49	12	5	-4	4
50	16	3	5	-1

The results go on:
nr	mol	CHO-K1 Ca ag	M1 ag	TAAR1 agonist	OXTR potentiate	CHO-K1 Ca antag
51	CCCCC(=O)NC(Nc1ccc(C)cn1)(C(=O)OCC)C(F)(F)F (stereo not drawn)	0.3	-4	-3	2	-11
52	CCC[C@@H]1CCCO[C@@](C(=O)NCc2cc(C)n(C)n2)(C(F)(F)F)C1	0.8	-5	16	-3	-10
53	CCCN1CCC(=NNC(=O)c2ccc(Br)o2)CC1	0.7	-2	1	0	-31
54	C[C@@H]1CN([C@@H](C)CO)C(=O)CCCn2nncc2CO[C@H]1CN(C)C(=O)Nc1ccnc(N2CCOCC2)c1	0.6	-3	0	.	-7

nr	M1 PAM parental	CHO parental Ca	CHRM1 antagonist	TAAR1 antagonist
51	15	-12	-5	-17
52	10	-20	-5	10
53	-2	-11	-7	3
54	18	.	-5	3
